High-throughput results deposited in PubChem BioAssay by National Center for Advancing Translational Sciences (NCATS).
aSyn yeast inh: qHTS of alpha-syn Inhibitors | Yeast expressing alpha-synuclein, growth rescue, BacTiter-Glo, 24 h | actives 0.14% (n = 370,000) | Potency, µM (top dose mostly 46.1 µM), for the others: top-dose growth rescue (activation), actives largely listed as activators | AID 652106, 2013; further: potency means the concentration at half of the fitted maximal effect; % of control where 0% means no effect; nearly all actives have a fitted effect of over 65% in size
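Screening used galactose-induced yeast with toxic alpha-synuclein levels, exposed to compound for 24 hr at 30 deg C. Cell growth, read with BacTiter-Glo luminescence, gave the measured signal.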
GLP-1R agonist: qHTS of GLP-1 Receptor Agonists | HEK293 GLP-1R CRE-luciferase, luminescence, 4-6 h; cells express a hypersensitive GLP-1R form | Potency, µM (series often up to 45.6 µM), without a hit: at the highest dose activation, most hits filed as activators | actives 0.007% (n = 380,000); further: potency means the concentration at half of the fitted maximal effect; % of control where 0% means no effect
Target sequence (P43220 whole entry, looked up): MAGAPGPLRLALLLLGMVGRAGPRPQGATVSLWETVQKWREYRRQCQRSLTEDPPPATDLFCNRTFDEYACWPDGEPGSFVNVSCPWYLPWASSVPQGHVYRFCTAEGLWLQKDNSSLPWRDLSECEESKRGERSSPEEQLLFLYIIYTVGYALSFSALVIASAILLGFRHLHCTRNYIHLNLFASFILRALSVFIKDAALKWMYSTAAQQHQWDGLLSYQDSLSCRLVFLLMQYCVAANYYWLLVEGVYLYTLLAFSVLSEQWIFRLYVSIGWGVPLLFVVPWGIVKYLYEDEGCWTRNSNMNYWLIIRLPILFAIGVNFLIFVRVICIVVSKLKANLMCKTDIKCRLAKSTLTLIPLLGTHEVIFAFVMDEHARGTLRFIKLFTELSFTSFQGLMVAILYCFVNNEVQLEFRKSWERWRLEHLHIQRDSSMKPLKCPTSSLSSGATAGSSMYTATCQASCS
KB-V1 MDR tox: qHTS assay for MDR1-selective chemotherapeutics: Primary screen using the drug-selected MDR subline cells KB-V1 | KB-V1 MDR cells viability, CellTiter-Glo, 72 h | Potency, µM (series often up to 46.1 µM), inactives show top-dose activity change, negative = cytotoxicity, actives largely listed as cytotoxic | actives 3.4% (n = 400,000) | AID 1347076, 2019; further: potency means the concentration at half of the fitted maximal effect; on the % scale 0 is the no-effect control and ±100 the full control effect; nearly all actives have a fitted effect of over 60% in size
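Cytotoxicity toward P-gp-expressing KB-V1 cells was determined as loss of CellTiter-Glo luminescence after 72 h at 37 degrees C. Compounds were tested in quantitative HTS format across a concentration range, with curves fitted to normalized data.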
D3 antag: qHTS of D3 Dopamine Receptor Antagonist: qHTS; D(3) dopamine receptor (Homo sapiens), P35462; D3R cells, DiscoveRx beta-arrestin luminescence, antagonist mode; active compounds read low; max response, negative = inhibition, %; actives 2.5% (n = 360,000); in the data active means max response below about -50%; inconclusive means no clear call, values can overlap the other calls; further: on the % scale 0 is the no-effect control and ±100 the full control effect; mostly tested at two doses, the higher about 12 µM
Target sequence (P35462 whole entry, looked up): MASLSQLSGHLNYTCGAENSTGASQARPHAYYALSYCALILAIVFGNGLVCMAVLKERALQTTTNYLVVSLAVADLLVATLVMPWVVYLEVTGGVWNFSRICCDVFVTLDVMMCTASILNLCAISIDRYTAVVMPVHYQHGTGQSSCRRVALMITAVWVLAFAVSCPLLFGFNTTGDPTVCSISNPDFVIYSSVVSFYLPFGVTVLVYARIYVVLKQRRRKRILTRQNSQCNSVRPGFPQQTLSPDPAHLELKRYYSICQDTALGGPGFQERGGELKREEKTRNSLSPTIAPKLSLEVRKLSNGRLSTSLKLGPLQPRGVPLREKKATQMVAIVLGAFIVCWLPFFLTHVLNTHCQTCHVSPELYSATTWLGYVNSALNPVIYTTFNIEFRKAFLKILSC
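Cells expressing the human receptor were seeded at 1500 cells/well, incubated overnight at 37 degrees C in 5% CO2, then exposed to library compounds with dopamine controls for 90 minutes at 37 degrees C before luminescent detection.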
GLP1R inv ag: qHTS of GLP-1 Receptor Inverse Agonists (Inhibition Mode); Glucagon-like peptide 1 receptor (Homo sapiens), P43220; actives 1.6% (n = 410,000); Potency, µM (titrated, usually from 38.3 µM), without a hit: top-dose activity change, negative = inhibition, hits mostly inhibitors; HEK293 GLP-1R CRE-luciferase, luminescence, 24 h; GLP-1R form is constitutively active; AID 624417, 2012; further: potency means the concentration at half of the fitted maximal effect; on the % scale 0 is the no-effect control and ±100 the full control effect; nearly all actives have a fitted effect of over 55% in size
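Inverse agonism was detected as reduced cAMP-driven luciferase luminescence after 24 h compound treatment. The cells were HEK293 clones expressing constitutively active human GLP-1R with the reporter. Reporter-only and GPR119 cell lines served as counterscreen controls.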
GLP1R cytotox: qHTS of GLP-1 Receptor Inverse Agonists: Cytotox Screen | HEK293 cAMP-luciferase reporter cells, luminescence, 24 h | Potency, µM (series often up to 38.3 µM), for inactives: top-dose activity change, negative = inhibition, hits mostly inhibitors | actives 0.13% (n = 410,000) | AID 624418, 2012;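 further: loss of luciferase light is scored as toxicity; potency means the concentration at half of the fitted maximal effect; on the % scale 0 is the no-effect control and ±100 the full control effect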
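Luminescence readout: signal drop marks cytotoxicity. Plated cells grew 12 h at 37 °C, 5% CO2, received 23 nL compound for 24 h, then got luciferase reagent, read after 12 min at RT.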
D3 ag: qHTS of D3 Dopamine Receptor Agonist: qHTS. actives 0.58% (n = 410,000). D(3) dopamine receptor (Homo sapiens), P35462. max activation, %. AID 652048, 2013. D3R DiscoveRx beta-arrestin cells, luminescence, 90 min; in the data active means max activation above about 30%; further: 0% is about no effect; mostly tested at two doses, the higher about 12 µM
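Agonist mode: compounds and dopamine controls were applied to plated cells for 90 min at 37 degrees C after an overnight attachment at 1500 cells/well. Luminescent read-out followed 30 - 60 minutes at room temperature with DiscoveRx detection reagent.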
PTHR1 agonist: qHTS for PTHR1 Agonists: Primary Screen. HEK293 GP2 PTHR1 cells, GloSensor cAMP luminescence, 1 h. actives 0.075% (n = 410,000). Potency, µM (doses to about 115 µM), inactives show at the top dose activation, actives largely listed as activators. Parathyroid hormone/parathyroid hormone-related peptide receptor (Homo sapiens), Q03431; further: potency means the concentration at half of the fitted maximal effect; nearly all actives have a fitted effect of over 55% in size; some results filed as inactive show a strong effect at the top dose; inactives centre near -15; many of its hits are not listed in these tables
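HEK-293-derived GP2 cells expressing PTHR1 and a GloSensor cAMP reporter, 3,000/well, plated overnight, given luciferin plus IBMX (each 0.5 mM as added) for 1 h at 37 °C, then compound for 1 h at 37 °C. Luminescence was read after 15 min at room temperature.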
TDP43 rescue: qHTS of TDP-43 Inhibitors; actives 1.8% (n = 410,000); TDP-43 expressing yeast growth rescue, BacTiter-Glo, 24 h; Potency, µM (highest dose often 46.1 µM), without a hit: at the highest dose growth rescue (activation), actives largely listed as activators; further: potency means the concentration at half of the fitted maximal effect; % of control where 0% means no effect; nearly all actives have a fitted effect of over 50% in size
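Yeast expressing TDP-43 (pregrown in raffinose, seeded at OD600=0.02 in galactose medium) exposed to compounds 24 hr at 30 deg C. Growth read by BacTiter-Glo luminescence; rescue of toxicity appears as increased signal.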
* = called active by the depositor; i = inactive; ? = inconclusive; . = not tested or not shown; & = joins results of further samples; [ ] = remark or other dose. Unless noted, the call rests on the fitted dose curve; in most records, active means well fitted curve in the direction sought with a large enough effect; inconclusive means small, poorly fitted or top-dose-only effect, or another doubt; inactive means no such curve, though single readings can be large; an effect the other way counts as inactive or inconclusive.

SMILES	aSyn yeast inh	GLP-1R agonist	KB-V1 MDR tox	D3 antag	GLP1R inv ag	GLP1R cytotox	D3 ag	PTHR1 agonist	TDP43 rescue
c1ccc(OCCCn2nnc(-c3cccnc3)n2)cc1	1%	-4%	?	-9	13%	7%	-3	i	6%
CCN1C(=O)c2ccccc2S(=O)(=O)c2ccc(C(=O)NCc3ccc(OC)cc3)cc21	.	.	.	.	1%	0%	1	-12%	14%
O=C(Cc1ccc(Cl)cc1)Nc1ccccc1N1CCN(C(=O)c2ccccc2)CC1	0%	-2%	?	3	?	-8%	-20	-2%	?
O=S(=O)(c1cccs1)N1CN(Cc2cccs2)c2nc3ccccc3nc21	-3%	6%	-29%	21	10µM*	-2%	-15	i	-12%
Nc1ccc(-n2cc(-c3ccccc3)[nH]c2=S)cc1	-13%	19%	3%	0	19%	3%	1	i	10%
COC(=O)c1ccccc1NC(=S)N1CCOCC1	-6%	-1%	8%	-15	7%	3%	1	-21%	5%
O=C(Nc1ccccc1[N+](=O)[O-])c1nc[nH]c1C(=O)NCCO	2%	12%	26%	5	58%[activator]	-12%	-1	-29%	9%
O=[N+]([O-])c1cc(-c2nc(-c3ccccc3)no2)ccc1N1CCCC1	.	.	26%	.	-23%	3%	3	i	7%
CN(C)CCNC(=O)/C=N/O	-4%	-1%	?	4	8%	-12%	4	-34%[inhibitor]	5%
CC1CCCC(NC(=O)c2nn(C)c3c2CS(=O)(=O)c2ccccc2-3)C1C (stereo not given)	1%	10%	-1%	13	-24%	-5%	-1	-17%	?
Cc1cccc2cc3c(nc12)-c1ccccc1C3=O	10%	-4%	7%	-12	-12%	-6%	-2	-1%	3%
Cn1c(N)c(C(=O)COC(=O)C2CC(=O)N(Cc3ccccc3)C2)c(=O)n(C)c1=O (stereo not given)	1%	1%	7%	?	2%	-5%	-9	-1%	.
O=C(NCc1cccnc1)C(=O)NCC1OCCN1S(=O)(=O)c1ccc(F)cc1 (stereo not given)	0%	-3%	28%	22	5%	-17%	2	-22%	26%
NC(=O)CSc1nnc(-c2ccco2)n1N	-7%	-2%	5%	-2	0%	5%	29	-16%	-34%[inhibitor]
COc1ccccc1OCC(=O)N1CCCC(Nc2ccc(C)c(C)c2)C1 (stereo not given)	-6%	8%	.	16	?	5%	-12	i	-8%
CCCCNC(=O)C1(C)CCN1C(=O)c1ccc2sccc2c1 (stereo not given)	0%	-3%	-1%	20	-9%	-4%	-7	i	29%
COc1ccc(C(CNC(=O)COc2cc(C)c(Cl)c(C)c2)N2CCCCC2)cc1 (stereo not given)	-2%	2%	-14%&0%	-92*	-16%&0%	0%&8%	-24&-20	-24%	-5%&-11%
COC(=O)c1cc2oc(C)cc2n1CC(=O)Nc1ccc(C)c(C)c1	3%	5%	?	?	0%	6%	-5	i	-12%
Cc1ccc(NC(=O)N2CCC(O)(c3cccnc3)CC2)cc1	0%	3%	8%	1	41%[activator]	9%	4	i	-11%
COc1ccc(OC)c(C(O)c2coc3ccc(O)c(CN4CCOCC4)c23)c1 (stereo not given)	-5%	-6%	-29%	-9	0%	-5%	-14	i	-18%
COc1ccc(CNC(=O)CCCOc2cc(=O)n(C)c3ccccc23)cc1	0%	-4%	-16%	-23	16%	-1%	1	-23%	3%
COc1ccc(O)c(C(=O)CC(=O)c2ccncc2)c1	1%	23%	9.2µM*	3	36%	7%	3	i	-28%
CCOC(=O)N1CCC(NC(=O)CS(=O)(=O)Cc2nc(-c3ccc(C)cc3)oc2C)CC1	-1%	6%	12%	14	-2%	0%	-3	-21%	23%
CC1CCN(CC(=O)Nc2ccc(S(=O)(=O)N3CCCC(C)C3)cc2)CC1 (stereo not given)	1%	9%	1%	-7	-18%	-15%	-18	-8%	6%
CCOc1cc(C(=S)N2CCOCC2)ccc1OS(=O)(=O)c1ccc(C)cc1	0%	19%	-5%	2	?	0%	3	-34%[inhibitor]	-13%[1.82 µM]
COc1cccc2cc(-c3nc(-c4cccs4)cs3)c(=O)oc12	-15%	-3%	-19%	34	-9%	66%[activator]	6	-15%	20%
O=C(NCC1CCCCC1)c1cc(S(=O)(=O)N2CCOCC2)ccc1F	4%	2%	?	-2	2%	2%	-2	-4%	-26%
Cc1ccc(NC(=O)c2cc(S(=O)(=O)N(C)C)ccc2N2CCCC2)cc1F	3%	-7%	?	0	?	-6%	1	i	-1%
O=C(CN(c1ccccc1)S(=O)(=O)c1ccccc1[N+](=O)[O-])NN=C1CCCCCCC1	0%	-2%	3%	-11	2%	-14%	-1	i	-19%
COc1cccc(NC(=O)CSc2nc3c([nH]c4ccccc43)c(=O)n2C)c1	-3%	7%	-25%	4	-1%	-10%	4	-11%	-22%
CCOC(=O)Cn1c(=O)n(CC2CCCO2)c2nc(-c3ccc(C)cc3)nc(C(N)=O)c21 (stereo not given)	4%	-1%	?	.	3%	1%	-4	i	11%
CCCCNC(=O)C[C@@H]1C[C@@]2(C(=O)OC)CC(C)(C)CC=C2N(Cc2ccco2)C1=O	-5%	.	?	22	-14%	-11%	10	-8%	6%
O=C(Cc1c(Cl)cccc1Cl)OCC(=O)c1ccc[nH]1	5%	18%	?	23	?	3%	2	-8%	25%
COc1ccc(CCSc2nnc(C3CCCCC3)n2N)cc1	-3%	-1%	-1%	-25	-6%	16%	3	i	19%
CCn1c(SCC(=O)Nc2ccc(C)cc2)nc2nc3c(cc2c1=O)COC(C)(C)C3	-6%	8%	0%	21	19%	-5%	-1	-13%	3%
Cc1ccc(S(=O)(=O)N2CCC(C(=O)OCC(=O)N3CCC(C)CC3)CC2)cc1C	8%	-20%	5%	1	-12%	17%	12	-29%	25%
COc1cccc(NC(=O)CSc2nc3ccccc3c(=O)n2CCCC(=O)N2CCCC2)c1	10%	0%	2.6µM*	28	8%	-18%	6	-9%	24%
COCCOC(=O)c1c(C)nc(SCC(=O)Nc2ccc(OC)cc2)c(C#N)c1-c1ccco1	2%	11%	-6%	-27	47%[activator]	-8%	-12	-8%[57.5 µM]	-14%
Cc1ccc(C(=O)n2cnnc2N)cc1	3%	-1%	-3%	7	1%	-9%	3	i	27%
Cc1ccc(S(=O)(=O)Nc2nnc(C(C)(C)C)s2)cc1	13%	-1%	13%	-5	-16%	2%	7	i	?

An excerpt of these results, in CSV form.
structure,aSyn yeast inh,GLP-1R agonist,KB-V1 MDR tox,D3 antag,GLP1R inv ag,GLP1R cytotox,D3 ag,PTHR1 agonist,TDP43 rescue
CCOC(=O)N1CCC(NC(=O)CS(=O)(=O)Cc2nc(-c3ccc(C)cc3)oc2C)CC1,-1%,6%,12%,14,-2%,0%,-3,-21%,23%
CC1CCN(CC(=O)Nc2ccc(S(=O)(=O)N3CCCC(C)C3)cc2)CC1 (stereo not given),1%,9%,1%,-7,-18%,-15%,-18,-8%,6%
CCOc1cc(C(=S)N2CCOCC2)ccc1OS(=O)(=O)c1ccc(C)cc1,0%,19%,-5%,2,?,0%,3,-34%[inhibitor],-13%[1.82 µM]
COc1cccc2cc(-c3nc(-c4cccs4)cs3)c(=O)oc12,-15%,-3%,-19%,34,-9%,66%[activator],6,-15%,20%

(listing goes on)
SMILES	aSyn yeast inh	GLP-1R agonist	KB-V1 MDR tox	D3 antag	GLP1R inv ag	GLP1R cytotox	D3 ag	PTHR1 agonist	TDP43 rescue
COc1cc2c(cc1OC)C(COc1ccc(F)cc1)N(C(=O)c1ccco1)CC2 (stereo not given)	5%	30%	0%	15	8%	1%	6	-29%	3%
O=C(CNC(=O)c1ccccc1F)NCCCN1CCCC1=O	1%	-11%	8%	4	3%	-19%	4	-2%	15%
CC(=O)N1CCc2cc(C(=O)CN3CCN(c4ccccc4F)CC3)ccc21	-2%	-5%	?	-65*	9%	1%	-1	-8%	-1%
O=C(c1ccc(COc2ccccc2Br)cc1)N1CCCCCC1	18%	2%	-21%	?	?	-3%	2	-39%[inhibitor]	25%
O=C(O)c1c[nH]ccc1=O	1%	-9%	17%	-18	-11%	2%	-3	i	8%
CCOC(=O)c1sc(NC(=O)CSc2nc(C)cc(C(F)(F)F)n2)c(C#N)c1C	-17%	-10%	?	8	7%	-2%	11	-13%	-14%
Cc1ccc(-c2nnc(Nc3ccc(O)cc3)c3ccccc23)cc1S(=O)(=O)NCCO	-2%	-5%	21%	4	2%	-24%	9	-6%	0%
CCOCCCN(C(=O)c1snc(C(N)=O)c1N)C(C(=O)NC1CCCC1)c1ccc(O)c(OC)c1 (stereo not given)	-3%	1%	0%	14	18%	15%	5	-8%	-11%
COc1ccc(C(CC(=O)NCc2ccccc2)N2Cc3ccccc3C2=O)cc1 (stereo not given)	.	.	.	.	1%	4%	-19	8%	-9%
CCN(C(=O)CSc1nnc(C)n1-c1ccccc1)C1CCS(=O)(=O)C1 (stereo not given)	1%	2%	10%	-4	18%	13%	2	i	-3%
Cc1cccc(C)c1NC(=O)C1(C)CSCC(=O)N1CCc1c[nH]c2ccccc12 (stereo not given)	1%	.	-12%	8	-8%	5%	1	-11%	20%
Cc1cccc2sc(=S)[nH]c12	0%	-1%	-5%	0	-5%	10%	-16	-17%	?
COc1cccc(CN(CC(=O)NC2CCCC2)C(=O)c2csnn2)c1	2%	6%	9%	9	2%	17%	-11	i	7%
Cc1ccc(N=Cc2ccc[nH]2)c(O)c1	-2%	-2%	-30%	-15	-2%	-14%	-8	i	-23%

Not all compounds are listed (hit frequency here may not be typical).
